PME-1 inh = blocks human protein phosphatase methylesterase 1; Q9Y570; inhibition, % at 5.9 µM; hit rate 0.53% among 320,000; recombinant PME-1, FP-Rh probe fluorescence polarization;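 active = inhibition above the campaign mean of all compounds plus 3 SD, cut at about 26% in these data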;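 also: competitive labeling of PME-1 active site by serine hydrolase directed probe; 0% = PME-1 with DMSO and 100% = wells lacking PME-1 enzyme; inhibitors block probe labeling so polarization falls and inhibition rises; many of its hits are not listed in these tables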
PREPL inh = inhibitors of human prolyl oligopeptidase-like enzyme PREPL | recombinant PREPL, fluorescence polarization activity-based probe | hit rate 0.68% among 320,000 | Q4J6C6 | inhibition, % at 5.96 µM; in the data active = inhibition above about 43%;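 also: 0% = enzyme with DMSO and 100% = wells lacking enzyme; many of its hits are not listed in these tables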
PAD4 inh = inhibitors of human PAD4. Q9UM07. recombinant PAD4, RCA probe fluorescence polarization. inhibition, % at 6.36 µM. hit rate 0.41% among 330,000. AID 485272;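 active = percent inhibition above a cutoff equal to the mean of all tested compounds plus 3 SD, cut at about 15% in these data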;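 also: 0% = PAD4 with RCA probe and DMSO and 100% = probe without PAD4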
PAFAH1B3 FP inh = PAFAH1B3 (human) inhibition; recombinant PAFAH1B3, FP-rhodamine probe, fluorescence polarization; hit rate 0.28% among 340,000; inhibition, % at 3.39 µM; Q15102;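 active = inhibition above the screen-wide average of all tested compounds plus 3 SD, cut at about 25% in these data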;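 also: 0% = enzyme with DMSO only and 100% = wells lacking PAFAH1B3 protein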
GSTO1 counter = counter-screen for RBBP9 inhibitors: inhibitors of human GSTO1; recombinant GSTO1, activity-based probe fluorescence polarization; inhibition, % at 5.96 µM; hit rate 1.1% among 300,000;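 active = inhibition above the campaign mean inhibition plus 3 SD, cut at about 35% in these data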;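 also: 0% = GSTO1-1 with DMSO and 100% = wells lacking GSTO1-1 enzyme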
Target sequence (P78417 whole entry, looked up): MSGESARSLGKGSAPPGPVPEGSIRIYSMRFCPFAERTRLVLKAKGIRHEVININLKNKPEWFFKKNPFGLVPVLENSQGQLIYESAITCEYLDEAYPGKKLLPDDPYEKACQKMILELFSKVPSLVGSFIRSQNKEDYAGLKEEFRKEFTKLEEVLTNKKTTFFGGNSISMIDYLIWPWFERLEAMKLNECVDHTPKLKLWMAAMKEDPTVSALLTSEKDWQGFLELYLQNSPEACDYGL
PAFAH1B2 FP inh = blocks human PAF acetylhydrolase 1b catalytic subunit 2 | hit rate 1.2% among 340,000 | AID 492953 | P68402 | inhibition, % at 3.39 µM | recombinant PAFAH1B2, FP-rhodamine activity probe, fluorescence polarization;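 active = inhibition above the mean of all tested compounds plus 3 SD, cut at about 24% in these data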;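 also: 0% = enzyme with DMSO and 100% = wells lacking PAFAH1B2; many of its hits are not listed in these tables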
pPAFAH FP inh = pPAFAH (human) enzyme inhibition; hit rate 1.5% among 330,000; AID 463082; inhibition, % at 3.39 µM; recombinant pPAFAH, FP-rhodamine probe fluorescence polarization;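 active = inhibition above the mean inhibition across the screen plus 3 SD, cut at about 25% in these data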;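 also: inhibitors block binding of the rhodamine activity-based probe so polarization drops; 0% = enzyme with DMSO and 100% = wells lacking pPAFAH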
Target sequence (Q13093 whole entry, looked up): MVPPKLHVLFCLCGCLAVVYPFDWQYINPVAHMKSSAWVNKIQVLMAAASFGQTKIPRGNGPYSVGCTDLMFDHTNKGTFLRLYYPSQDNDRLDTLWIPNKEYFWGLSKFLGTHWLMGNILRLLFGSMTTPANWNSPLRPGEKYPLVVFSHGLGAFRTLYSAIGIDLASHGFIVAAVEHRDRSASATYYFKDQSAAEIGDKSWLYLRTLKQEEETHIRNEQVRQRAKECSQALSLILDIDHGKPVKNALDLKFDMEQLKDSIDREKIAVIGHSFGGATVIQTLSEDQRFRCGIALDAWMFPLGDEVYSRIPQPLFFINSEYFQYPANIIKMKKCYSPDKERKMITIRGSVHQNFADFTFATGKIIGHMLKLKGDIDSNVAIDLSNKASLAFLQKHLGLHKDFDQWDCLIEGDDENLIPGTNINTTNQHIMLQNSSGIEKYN
LYPLA2 inh = LYPLA2 (human) inhibition in PME1 counter-screen | O95372 | recombinant LYPLA2, FP-Rh probe fluorescence polarization | inhibition, % at 5.9 µM | hit rate 0.38% among 320,000 | AID 2177;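 active = inhibition above the screen-wide mean plus 3 SD, limit set per campaign, cut at about 26% in these data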;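 also: 0% = LYPLA2 with DMSO and 100% = wells lacking LYPLA2 enzyme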
Target sequence (O95372 whole entry, looked up): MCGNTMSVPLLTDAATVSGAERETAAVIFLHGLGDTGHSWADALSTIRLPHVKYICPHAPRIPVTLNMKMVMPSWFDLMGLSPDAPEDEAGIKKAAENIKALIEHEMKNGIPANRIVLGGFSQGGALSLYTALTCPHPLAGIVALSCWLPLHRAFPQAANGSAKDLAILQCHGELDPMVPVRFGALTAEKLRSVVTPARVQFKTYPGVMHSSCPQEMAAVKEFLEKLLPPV
LYPLA1 inh = LYPLA1 (human) inhibition in PME1 counter-screen. recombinant LYPLA1, FP-Rh probe fluorescence polarization. inhibition, % at 5.9 µM. AID 2174. O75608. hit rate 0.16% among 320,000;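 active = inhibition above the mean of all tested compounds plus 3 SD, set per campaign, cut at about 14% in these data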;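 also: inhibitors block serine hydrolase probe labeling of LYPLA1 so polarization falls; 0% = enzyme with DMSO and 100% = wells lacking LYPLA1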
* = called active by the depositor; . = no result given.

canonical_smiles,PME-1 inh,PREPL inh,PAD4 inh,PAFAH1B3 FP inh,GSTO1 counter,PAFAH1B2 FP inh,pPAFAH FP inh,LYPLA2 inh,LYPLA1 inh
Cc1csc(N2CCCC2c2nc3cc(Cl)c(N4CCCCC4)cc3n2CCCO)n1 (centres undefined),2,18,-3,-2,22,0,5,2,2
CCC(CC)c1nnc(NC(=O)C2CC(=O)N(CCc3ccc(OC)c(OC)c3)C2)s1 (centres undefined),2,2,1,2,4,8,5,5,1
COc1ccc(/C=N/Nc2ncccc2[N+](=O)[O-])c(OC)c1,10,18,-7,8,2,4,3,4,4
CN(C)S(=O)(=O)c1cccc(C(=O)NCCc2ccccc2)c1,1,6,-6,-2,-3,5,8,3,2
Cc1ccccc1C(=O)Nc1cccc(NC(=O)c2cccnc2)c1,1,-13,-7,-2,1,2,7,-2,-6
O=C(NCC(=O)N1CC=C(c2ccccc2)CC1)c1ccc(F)cc1,.,13,3,4,.,7,3,.,.
O=C(NCc1ccc(F)cc1)c1cccnc1C(=O)O,2,11,3,6,-5,2,2,0,-3
Cc1cccc(C(=O)NC(=S)NNC(=O)Cc2ccccc2)c1,1,7,7,0,-1,2,2,-2,-3
Nc1c(C(=O)CSc2nnnn2-c2ccccc2)c(=O)[nH]c(=O)n1C1CC1,.,11,-3,-2,.,4,1,.,.
C[C@@H]1CC[C@@]2(OC1)O[C@H]1C[C@H]3[C@@H]4CC=C5C[C@@H](O)[C@H](O)C[C@]5(C)C4CC[C@]3(C)[C@H]1[C@@H]2C (some centres undefined),1,17,1,10,-1,3,4,6,0
CCn1c(NC(=S)Nc2ccccc2)nc2ccccc21,-3,7,-4,2,-7,4,2,2,-4
Cn1c(=O)c2c(nc(CN3CCC(C(N)=O)CC3)n2Cc2ccccc2Cl)n(C)c1=O,4,8,-1,3,2,8,-1,4,3
Cc1ccc2cc(CN(CC3CCCO3)C(=O)Nc3ccccc3F)c3nnnn3c2c1 (centres undefined),-5,-5,-2,8,5,5,1,3,-3
CN(C(=O)CN(C)S(=O)(=O)c1ccc(F)cc1)c1c(N)n(Cc2ccccc2)c(=O)[nH]c1=O,-2,5,-3,-2,-4,1,-5,-1,1
CCOC(=O)c1cnc(-c2ccc(C(F)(F)F)cn2)[nH]c1=O,-6,-6,4,.,-1,.,-10,-8,-4
COC(CN(C(=O)CCl)C(C(=O)NC1CCCCC1)c1ccccc1C)OC (centres undefined),-2,-2,2,-1,80*,2,-1,-1,3
CC(Sc1ccc(S(=O)(=O)N2CCOCC2)cc1[N+](=O)[O-])C(=O)O (centres undefined),-5,-5,0,2,-4,-1,5,-4,2
CCc1ccc(CNc2ccc(N3CCN(C(C)=O)CC3)cc2)cc1,-8,66*,29*,-2,29,0,30*,9,4
CC(=O)N1CCN(C(=O)c2ccc(S(=O)(=O)Nc3ccccc3F)cc2)CC1,5,7,-6,6,.,6,-1,5,2
CCCn1c(=O)c2ccccc2n2c(SCc3nc4ccccc4s3)nnc12,-2,13,-5,10,10,1,1,-8,-5

canonical_smiles,PME-1 inh,PREPL inh,PAD4 inh,PAFAH1B3 FP inh,GSTO1 counter,PAFAH1B2 FP inh,pPAFAH FP inh,LYPLA2 inh,LYPLA1 inh
Cc1ccccc1NS(=O)(=O)c1cc(OCC(N)=O)c(C)cc1Cl,1,5,-1,6,2,6,1,2,0
O=C(N/N=C/c1sc(N2CCCCC2)nc1-c1cccs1)c1cccnc1,15,25,-4,26*,-51,14,13,-8,-2
CCc1cccc(CC)c1-n1c(SCC(=O)N2CCc3ccccc32)nc(O)cc1=O,.,18,3,-1,.,-1,24,.,.
COc1ccc(N2C(=O)N3[C@H](c4cccc(C)c4)[C@@H]4C(=O)N(Cc5ccccc5)C(=O)[C@@H]4[C@]3(Cc3ccccc3)C2=O)cc1,0,-5,-3,.,-1,.,1,0,3
COc1cccc(-n2c(N)cc(=O)nc2SCC(=O)Nc2cc(C)on2)c1,2,-1,-4,8,0,1,5,5,6
CCN(C(=O)CN1CCOCC1)C1(C)C(=O)c2ccccc2C1=O,1,3,0,2,2,0,-3,0,-1
CC(NC(=O)NC1CCCCC1)C(c1cccs1)N1CCN(c2ccccc2)CC1 (centres undefined),-4,-11,3,7,8,5,5,8,1
O=C(O)c1ccc(Cl)c(S(=O)(=O)N(Cc2ccccc2)c2ccccc2)c1,3,-2,0,-5,-5,22,0,2,-1
O=C1CCC(=O)N1OCCOc1ccc(Cl)c2ccccc12,0,-9,1,7,10,2,9,2,-2
CC(NC(=O)/C(C#N)=C/c1ccc(Cl)c([N+](=O)[O-])c1)c1ccccc1 (centres undefined),-4,1,-2,.,15,.,4,7,2
COc1ccc(C(C)=O)cc1COC(=O)CNC(=O)C1CCCCC1,.,8,2,9,.,-1,3,.,.
CC1CCCCC1NC(=O)CCCN1C(=O)c2ccccc2C1=O (centres undefined),.,11,-2,7,.,1,0,.,.
Nc1ccc(C2(c3ccc(N)cc3)c3ccccc3C(=O)c3ccccc32)cc1,22,15,0,8,-3,4,15,2,-4
O=C(Nc1ccc2c(c1)CCC2)c1ccc(Cl)nc1,-4,-1,0,7,1,19,0,-6,0
Cc1ccc(S(=O)(=O)NC(C)C(c2cccs2)N2CCN(c3ccccc3)CC2)cc1 (centres undefined),2,17,1,-7,6,-2,7,2,1
CCC(=O)Nc1nc2c(OC)ccc(C)c2s1,-3,1,1,-6,7,1,-1,10,2
CC(C)(C(=O)O)c1ccc(C(O)CCCN2CCC(C(O)(c3ccccc3)c3ccccc3)CC2)cc1 (centres undefined),-10,0,-8,12,4,5,-5,-6,0
Cc1cccc(C(=O)O/N=C(\N)c2ccc(Br)cc2)c1,-9,-2,0,-2,0,5,2,0,-3
O=c1oc2ccccc2c(O)c1Sc1ccc(Cl)cc1,8,2,-3,6,-115,6,3,2,-1
O=C(CSc1oc(-c2ccc(F)cc2)nc1S(=O)(=O)c1ccc(F)cc1)NCC1CCCO1 (centres undefined),3,-7,-3,2,-4,1,0,-5,-4

canonical_smiles,PME-1 inh,PREPL inh,PAD4 inh,PAFAH1B3 FP inh,GSTO1 counter,PAFAH1B2 FP inh,pPAFAH FP inh,LYPLA2 inh,LYPLA1 inh
CCOC(=O)C1CCN(C(=O)C2CCN(S(=O)(=O)N3CCC4(CC3)OCCO4)CC2)CC1,-5,6,1,5,-4,-1,4,5,3
CC(C)N(C(=O)[C@H]1C[C@H](CC(=O)NCc2ccco2)C(=O)N2CCc3c([nH]c4ccc(Cl)cc34)[C@]12C)C(C)C,.,.,-1,10,.,-2,12,.,.
Cc1ccc(SC(CC(=O)c2ccc(F)cc2)C(=O)O)cc1 (centres undefined),4,32,3,11,-3,7,1,2,2
CCc1nnc(NC(=O)CSc2nnc(COc3ccc(C#N)cc3)n2-c2ccccc2)s1,0,-3,4,4,-6,5,-1,13,6
C=C(C)C1Cc2c(C)nn(-c3cccc4cccnc34)c2C1 (centres undefined),2,11,0,1,6,10,11,4,0
CCCc1cc2c(cc1NC(=O)c1ccc(C(C)(C)C)cc1)OCO2,-6,-3,3,4,-3,5,5,0,-6
CSC1=N/C(=C\c2ccc(C)cc2)C(=O)S1,3,0,1,12,-6,-1,-1,7,0
CC(=O)N/N=C/c1cc([N+](=O)[O-])ccc1OCCOc1ccccc1,-2,17,-3,0,2,-1,7,5,-5
CC1(C)Cc2c(C#N)c(N)sc(=S)c2CO1,2,-2,3,10,7,9,4,-2,-2
CCn1c(=O)c(C(=O)NCc2ccccn2)c(O)c2ccccc21,-5,-18,0,7,2,-7,2,-4,-2
COc1ccc(O)c(C=NCC(C)N=Cc2cc(OC)ccc2O)c1 (centres undefined),0,12,4,-2,5,0,3,12,4
Cc1ccc(Cn2ccnc2C(=O)Nc2ccccc2)cc1,-11,-17,2,10,6,1,-3,18,-5
CCCCOC(=O)C1=C(C)NC(=O)NC1c1cccc([N+](=O)[O-])c1 (centres undefined),-1,4,2,2,-37,3,1,-2,2
COc1ccc(-c2[nH]ncc2CN2CCCC(C(=O)c3ccc(OC)cc3OC)C2)cc1 (centres undefined),-2,1,-2,2,-1,3,5,-5,-2
O=C(CSc1nc(-c2ccccc2)nc2ccccc12)Nc1nccs1,-11,11,-6,-23,-9,-14,1,0,-2
CNC(=S)NC1CC2CCCC(C1)N2Cc1ccc(C)cc1 (centres undefined),7,-38,-4,6,9,4,5,-2,-3
O=C(CCN1CCOCC1)c1ccc(N2CCCCC2)cc1,-2,-6,-1,3,.,-4,-1,-7,-1
COc1cccc(-c2noc(CCCC(=O)N3CCOCC3)n2)c1,3,14,1,7,4,2,5,0,-1
O=C(O)C1CCCCC1C(=O)Nc1cnn(Cc2ccccc2)c1 (centres undefined),-7,14,-7,1,4,8,-2,5,6
COc1ccc([C@H]2CC(=O)C=C(c3ccc(-c4ccccc4)cc3)C2)cc1OC,1,12,-2,7,.,2,-3,0,0

canonical_smiles,PME-1 inh,PREPL inh,PAD4 inh,PAFAH1B3 FP inh,GSTO1 counter,PAFAH1B2 FP inh,pPAFAH FP inh,LYPLA2 inh,LYPLA1 inh
COc1ccccc1CNC(c1ccccc1)c1ccccc1,-4,15,1,1,4,5,-4,-3,-2
Cc1ccc(-c2nnn(CC(=O)Nc3ccc(S(=O)(=O)N4CCC(C)CC4)cc3)n2)cc1,-39,-17,-7,-23,1,-7,-9,-40,-24
CC(C)c1cc(C(=O)O)n[nH]1,-1,9,1,4,9,4,1,-2,2
CCSC1=C(C#N)C2(CCCCC2)C(C#N)=C(N)N1,4,-15,-4,5,-2,7,-1,6,3
COc1ccc(C2CC(c3cccs3)=NN2C(=S)Nc2ccccc2)cc1OC (centres undefined),-6,1,-5,3,-3,-2,9,3,-2
CCSc1nc2ccccc2c(=O)n1Cc1ccc(F)cc1,-1,-6,0,3,6,3,7,1,2
COC(=O)CNC(=O)C1CCN(c2nc(C)cc(C)n2)CC1,-4,1,1,-2,-3,5,3,-6,2
CC(C)OC(=O)CSc1nnc(-c2ccc(Cl)cc2Cl)o1,0,4,5,9,14,1,-8,3,0
O=C(Nc1nc2ccccc2[nH]1)c1ccccc1,3,12,-1,8,8,4,2,3,-2
CC(C)NC(=O)N(C)C[C@H]1Oc2c(NS(=O)(=O)c3ccccc3)cccc2C(=O)N([C@H](C)CO)C[C@@H]1C,.,-4,-1,7,.,2,0,.,.
S=C(Nc1ccccc1Cl)N1CCN(Cc2ccccc2)CC1,-5,-4,-2,0,8,2,-6,-3,-6
NS(=O)(=O)c1ccc(NC(=O)CSc2nnc(-c3cnccn3)n2-c2ccccc2)cc1,7,0,-2,6,1,1,3,17,8
NC(=O)NC(CC(=O)NCc1ccc2c(c1)OCO2)c1ccccc1Cl (centres undefined),-5,-16,1,4,1,0,-4,4,4
CC(=O)OC1COC(n2c(O)c(N=NC(N)=S)c3ccccc32)C(OC(C)=O)C1OC(C)=O (centres undefined),-2,1,-1,15,7,11,1,-1,0
COc1ccc(S(N)(=O)=O)cc1C(=O)NCC(C)(C)N1CCOCC1,3,13,0,9,6,5,1,1,1
CC(=O)Nc1nc(-c2cccc3ccccc23)cs1,6,9,3,6,8,-3,-4,-9,-3
CCOc1cc(/C=C2/C(=N)N3N=C(C)SC3=NC2=O)ccc1OS(=O)(=O)c1ccc(C)cc1,4,-1,-3,5,-5,3,8,-4,-2

Some of the compounds tested (hit frequency here may not be typical).
